Assay outcomes: PubChem BioAssay, Broad Institute
RAD52 inh – RAD52 DNA annealing inhibitors, primary screen, biochemical, FRET, single point, set 2. DNA repair protein RAD52 homolog (Homo sapiens), P43351. recombinant RAD52 DNA annealing, FRET fluorescence. inhibition, % at 18.7 µM. 360,000 tested, 0.46% active;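 active = every replicate showing at least 50% inhibition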
miR-122 sensor – miR-122 Renilla sensor signal increase in Huh7, primary screen, miR-122 inhibitor project, cell-based, single point, plate reader; Huh7 miR-122 Renilla luciferase sensor, 48 h; neutral wells = 0, positive control = 100; activation (reporter increase), % at 12.5 µM; 340,000 tested, 0.3% active; AID 602342, 2012;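 active = mean replicate activation score at least 90 and every replicate individually at or above 90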;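 also: higher luciferase means less miR-122 activity so hits act as miR-122 inhibitors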
ERAP1 inh – human ERAP1 aminopeptidase inhibitors, primary screen, biochemical, single point, plate reader. Endoplasmic reticulum aminopeptidase 1 (Homo sapiens), Q9NZ08. recombinant ERAP1, Leu-AMC fluorescence, 60 min. inhibition, % at 10.7 µM. 340,000 tested, 0.15% active. AID 652197, 2013;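 active = mean replicate inhibition of at least 30%, or all replicates individually reaching that 30% level; inactive = mean below 30% and not every replicate reaching it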;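 also: 0% = neutral control wells and 100% = L-leucinethiol positive control wells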
Target sequence (Q9NZ08 whole entry, looked up): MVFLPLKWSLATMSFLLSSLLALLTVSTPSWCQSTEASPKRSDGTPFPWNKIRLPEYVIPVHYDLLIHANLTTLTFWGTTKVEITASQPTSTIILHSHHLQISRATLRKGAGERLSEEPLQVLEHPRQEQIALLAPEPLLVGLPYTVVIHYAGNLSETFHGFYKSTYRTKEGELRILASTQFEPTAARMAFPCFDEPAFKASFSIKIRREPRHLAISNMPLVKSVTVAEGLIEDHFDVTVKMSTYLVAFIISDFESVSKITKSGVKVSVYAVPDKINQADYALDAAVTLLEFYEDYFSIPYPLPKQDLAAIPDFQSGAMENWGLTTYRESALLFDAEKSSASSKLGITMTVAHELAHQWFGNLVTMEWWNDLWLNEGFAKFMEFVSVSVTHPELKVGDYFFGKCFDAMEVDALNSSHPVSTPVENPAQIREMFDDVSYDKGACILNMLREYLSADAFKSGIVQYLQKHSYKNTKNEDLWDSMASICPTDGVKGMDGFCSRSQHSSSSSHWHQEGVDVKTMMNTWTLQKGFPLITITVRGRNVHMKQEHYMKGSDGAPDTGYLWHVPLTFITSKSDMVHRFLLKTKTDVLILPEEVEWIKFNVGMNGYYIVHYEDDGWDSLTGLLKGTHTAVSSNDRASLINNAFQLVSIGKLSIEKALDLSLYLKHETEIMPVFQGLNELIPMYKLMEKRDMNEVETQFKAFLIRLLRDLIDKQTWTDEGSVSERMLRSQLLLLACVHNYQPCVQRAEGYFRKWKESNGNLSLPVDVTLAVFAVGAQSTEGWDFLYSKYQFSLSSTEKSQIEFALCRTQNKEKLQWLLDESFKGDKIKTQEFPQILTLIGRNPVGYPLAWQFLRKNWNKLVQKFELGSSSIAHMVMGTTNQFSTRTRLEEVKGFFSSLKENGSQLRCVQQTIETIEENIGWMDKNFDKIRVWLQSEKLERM
Cneo AK release – Cryptococcus neoformans cell lysis inducers, primary screen, AK release luminescence, single concentration; C. neoformans lysis, adenylate kinase release luminescence, 4 h; normalised: neutral wells 0, clomiphene wells 100; lysis activity, % at 15 µM; 360,000 tested, 0.2% active; AID 651654, 2012;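 active = mean lysis activity across replicates of at least 80%, whatever share of replicates individually reach that level; inactive = mean lysis activity below 80%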
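Test system: log-phase Cryptococcus neoformans yeast cells; Quantity: yeast cell density of 5 × 10^6 cells/mL; Buffer or medium: YPD; Doses: single compound concentration per well; Timing: 4 h at 37 °C static, read 1 h later; Measured by: AK luminescence; Read-out basis: lysis from increased AK signal; Control set: Clomiphene as positive control.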
PGC1a acetyl inh – inhibitors of PGC1a acetylation signal, primary screen, cell-based, U2OS, AlphaScreen, inhibitor mode; AlphaScreen anti-acetyl-lysine; with virally co-expressed GCN5 acetyltransferase; inhibition, % at 15.6 µM; 350,000 tested, 0.17% active; AID 651687, 2012;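 active = every replicate shows inhibition of at least 40%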;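 also: 0% = neutral control wells and 100% = positive control wells; some results beyond the cut were filed as inactive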
E-sel inducer – E-selectin induction in HUVECs, primary screen, imaging, HUVEC, immunofluorescence imaging, single point; activation, % at 7.58 µM; normalized: neutral wells 0, TNF-alpha wells 100; P16581; 260,000 tested, 0.37% active;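 active = mean E-selectin-positive cell signal at least 10% of the positive control, reached in at least 60% of replicates, without over 20% cell loss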;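 also: in these data hits start at about 27%; measured in HUVEC primary endothelial cells; signal is the percent of cells scored E-selectin positive by PE staining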
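Read-out: % PE-positive cells | Test system: HUVEC | Doses: One compound dose added by pin transfer | Buffer or medium: EGM-2 over gelatin coat | Signal: Immunofluorescence imaging | Benchmarks: TNF-alpha, DMSO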
RAD54 branch – inhibitors of human RAD54 branch migration, primary screen, biochemical, fluorescence, single point; DNA repair and recombination protein RAD54-like (Homo sapiens), Q92698; inhibition, % at 10.4 µM; RAD54 Holliday junction branch migration, FAM/BHQ fluorescence; 360,000 tested, 0.14% active; AID 602329, 2012;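 active = mean normalized replicate activity at least 40 and at least half of replicates scoring 40 or more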;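 also: 0% = median of neutral control wells and 100% = median of positive control wells; inhibitors cause a drop in the FAM fluorescence signal; in these data hits start at about 50%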
PglD inh – C. jejuni PglD acetyltransferase inhibitors, primary screen, biochemical, DTNB colorimetric, single point | inhibition, % at 12.5 µM | purified PglD enzyme, DTNB colorimetric CoA detection | 360,000 tested, 0.098% active; in the data active = inhibition above about 16%, passing the limit was not always enough; also: strong numbers were not always called active
* hit, by the source's call; . = no result given; [ ] = dose if it differs, or a comment. Rows were taken by chance; 1.4% or so of the library scored in one or more.

SMILES | RAD52 inh | miR-122 sensor | ERAP1 inh | Cneo AK release | PGC1a acetyl inh | E-sel inducer | RAD54 branch | PglD inh
CC(=O)OCC#CCSc1nc2ccccc2n1C | -9 | -4 | -1 | 8 | -2 | . | 1 | -5
CCC(=O)Nc1ccc2c(c1)C(=O)N(C)C[C@@H](OC)[C@H](C)CN(Cc1ccccn1)[C@@H](C)CO2 | -2 | 6[16.7 µM] | 3 | -1 | 16 | 0.0 | -2 | 3
CCC(C)Sc1ccc([C@H]2N[C@@](Cc3ccccc3)(C(=O)OC)[C@H]3C(=O)N(C)C(=O)[C@@H]23)cc1 (stereo not given in full) | 98* | -2 | 0 | 3 | -5 | 0.9 | -12 | 1
CCCCSCCCNC(=O)c1ccc(CS(=O)(=O)c2ccccc2OC)o1 | -2 | -6 | -4 | 0 | -17 | 16 | -3 | 6
Cc1cc(NC(=O)c2ccc([N+](=O)[O-])cc2)n(C)n1 | -17 | 2 | . | 5 | 1 | 6.8 | -9 | -4
COC(=O)c1cn(Cc2cccnc2)c(=O)c2ccccc12 | -2 | -2 | -2 | -2 | 7 | . | 6 | 8
Cc1cc(C)cc(C(=O)Nc2nc3ccccc3[nH]2)c1 | -25 | 5 | -2 | 10 | -2 | . | -2 | -2
O=C1CN(Cc2ccccc2)C[C@H]2[C@@H](c3ccc(-c4cccnc4)cc3)[C@H](CO)N12 | -3 | . | -1 | . | -3 | 0.6 | . | .
CC(C)(C)c1ccc(S(=O)(=O)NC(=O)C2(C)CCN2C(=O)CC2CC2)cc1 (stereo not given) | 2 | 3 | 1 | -1 | 7 | 0.2 | -2 | -9
CCOc1ccc(Cc2nn[nH]n2)cc1 | . | -1 | . | -2 | 2 | . | 4 | 9
Cc1ccc(Nc2nnc(SCC(=O)Nc3cc(C(=O)O)ccc3C)s2)c(C)c1 | 0 | -1 | -6 | 4 | -5 | . | -4 | -7
Cc1cccc(C(=O)N[C@H](C(=O)Nc2nccs2)C(C)C)c1 | -11 | -2 | 2 | 1 | . | 0.2 | -8 | 2
Cc1ccc(OCc2cc(C(=O)N(C)CC3CCOCC3)no2)cc1C | -14 | -5 | -1 | 0 | 1 | -0.1 | -2 | 0
COc1ccc(NC(=O)Nc2ccc3c(c2)C(=O)N([C@H](C)CO)C[C@H](C)[C@H](CN(C)C(=O)Nc2ccccc2)OCCCC[C@@H](C)O3)cc1 | 7 | 7[16.7 µM] | 4 | -1 | 8 | . | 5 | 4
Cc1ccc(C(=O)CN2C(=O)NC3(CCc4ccccc43)C2=O)c(C)c1 (stereo not given) | -5 | 7 | 1 | . | . | -2.0 | . | .
Cc1ccc(S(=O)(=O)Nc2ccc3c(c2)C(=O)N([C@H](C)CO)C[C@@H](C)[C@H](CN(C)CC2CC2)OCCCC[C@@H](C)O3)cc1 | 38 | -4[16.7 µM] | 5 | -2 | 0 | -0.1 | 18 | 0
CC1C(=O)C(C)C(c2cc(Br)ccc2O)NC1c1cc(Br)ccc1O (stereo not given) | -8 | -2 | 5 | -2 | -10 | . | 11 | -1
Cc1csc2ncnc(N3CCN(S(=O)(=O)c4cccc(C(F)(F)F)c4)CC3)c12 | -8 | . | 2 | -6 | 3 | -1.0 | -6 | 0
C[C@H]1CN([C@@H](C)CO)C(=O)c2cc(NS(=O)(=O)c3cccs3)ccc2O[C@H]1CN(C)S(=O)(=O)c1ccccc1 | -12 | 2[16.7 µM] | 3 | -1 | -3 | -0.1 | -8 | 1
Cc1ccccc1OCCN1C(=O)NC2(CCc3ccccc32)C1=O (stereo not given) | . | -15 | . | 3 | -18 | . | 0 | 5

Exported with two lines to a compound: part of the list above.
Each structure is followed by: RAD52 inh, miR-122 sensor, ERAP1 inh, Cneo AK release, PGC1a acetyl inh, E-sel inducer, RAD54 branch, PglD inh
COC(=O)c1cn(Cc2cccnc2)c(=O)c2ccccc12
→ -2, -2, -2, -2, 7, ., 6, 8
Cc1ccc(C(=O)CN2C(=O)NC3(CCc4ccccc43)C2=O)c(C)c1 (stereo not given)
→ -5, 7, 1, ., ., -2.0, ., .
Cc1csc2ncnc(N3CCN(S(=O)(=O)c4cccc(C(F)(F)F)c4)CC3)c12
→ -8, ., 2, -6, 3, -1.0, -6, 0
Cc1cccc(C(=O)N[C@H](C(=O)Nc2nccs2)C(C)C)c1
→ -11, -2, 2, 1, ., 0.2, -8, 2

Later entries.
SMILES | RAD52 inh | miR-122 sensor | ERAP1 inh | Cneo AK release | PGC1a acetyl inh | E-sel inducer | RAD54 branch | PglD inh
O=C(Oc1ccc2c(c1)OCO2)c1ccncc1 | -10 | . | -1 | -1 | -2 | . | 5 | 2
O=C(Nc1ccc2c(c1)CCCN2C(=O)c1ccco1)c1cc([N+](=O)[O-])ccc1Cl | -9 | . | 2 | -2 | . | 11 | 9 | 0
C[C@@H]1CN([C@@H](C)CO)C(=O)c2cccc(NC(=O)c3ccc(-c4nccs4)cc3)c2O[C@H]1CN(C)C(=O)Nc1ccccc1 | -4 | -3[16.7 µM] | 1 | 1 | -2 | 1.9 | -2 | 2
CC(=O)c1c(C)[nH]c(C(=O)OCc2ccc(F)cc2Cl)c1C | -9 | -5 | -2 | 0 | 10 | -0.5 | -9 | 3
COCC(=O)N(C)C[C@H]1Oc2cc(C#CCC3CCCC3)ccc2S(=O)(=O)N([C@@H](C)CO)C[C@H]1C | 5 | . | 2 | 3 | -1 | -0.2 | -9 | 2
C[C@@H]1CN([C@@H](C)CO)C(=O)Cc2cc(NC(=O)Nc3ccc(C(F)(F)F)cc3)ccc2O[C@@H]1CN(C)Cc1ccncc1 | 1 | 41[16.7 µM] | -2 | 3 | -5 | . | -9 | 4
CC(C)(CO)Nc1nc(Nc2ccccc2)nc(Nc2ccccc2)n1 | . | 0 | . | 0 | 1 | . | 0 | -3
O=C(CSc1nccn1-c1ccc(F)cc1)Nc1ccc2c(c1)OCO2 | . | 0 | . | 4 | 4 | . | 3 | 1
COc1cc2c(cc1OC)C(C(=O)Nc1ccc3c(c1)OCCO3)C1c3ccccc3CCN1C2=O (stereo not given) | . | -11 | . | -2 | 11 | . | 12 | -13
CN1CCN(c2c([N+](=O)[O-])cnc3ccccc23)CC1 | 9 | -7 | . | 2 | 17 | 0.9 | -31 | -4
CC(=O)NC(CCS(C)(=O)=O)C(=O)Nc1c(C)cccc1C (stereo not given) | -10 | . | 5 | 5 | . | -0.2 | -1 | -1
CC(C(=O)NC(=O)NC1CCCCC1)N1CCN(c2ccc(O)cc2)CC1 (stereo not given) | 0 | 15 | 1 | -3 | -6 | . | 3 | 1
COc1cc(OC)cc(C(=O)NNC(=O)CNC(=O)c2cccs2)c1 | 0 | . | 2 | 2 | . | . | -8 | 4
O=C(CN1CC(=O)Oc2ccccc21)OCC(=O)c1cccc(Br)c1 | . | -2 | . | 0 | 5 | . | 13 | -8
CN(C)c1ccc([C@@H]2[C@@H]([N+](=O)[O-])[C@H]3C=Cc4ccccc4N3[C@H]2C(=O)c2ccc(Cl)cc2)cc1 | -25 | 3 | -2 | 0 | 13 | . | 9 | 0
O=C(c1cccs1)N1CCC(c2nc3c(nnn3Cc3c(Cl)cccc3Cl)c(=O)[nH]2)CC1 | -4 | 1 | 1 | 1 | . | . | 0 | 1
O=C(Oc1ccc2c(c1)CCC2)N1CCOCC1 | . | 2 | . | -1 | 1 | . | 9 | 6
CCC1=C(c2ccc(OC)cc2)CCC(C(=O)O)C1C (stereo not given) | 12 | 3 | 16 | . | 4 | -0.2 | . | .
CN1c2ccc(-c3cccc(C#N)c3)cc2[C@@H]2[C@@H](CCN2C(=O)CN2CCOCC2)[C@H]1CO | -11 | 0[16.7 µM] | -4 | -2 | 13 | -0.2 | -8 | -1
Cc1cc(C(=O)NC2CCCN(Cc3ccc(Cl)cc3)C2)c(C)o1 (stereo not given) | -58 | -1 | -3 | 5 | . | -0.1 | -1 | 0
COc1ccc(CC(=O)Nc2ccccc2N2CCCCC2)cc1OC | -18 | 1 | 2 | 1 | -9 | -0.1 | -2 | 1
O=C(O)c1ccc2ncc(NC(=O)c3ccc(F)cc3)c(=O)n2c1 | -13 | -2 | -2 | -4 | -5 | . | -9 | -1
COc1ccc(S(=O)(=O)NC2CCCC2)cc1Br | . | 23 | . | 0 | 2 | . | -10 | 1
O=C(CN(Cc1ccco1)C(=O)CNS(=O)(=O)c1ccc(F)cc1)NCc1ccco1 | -18 | -1 | -1 | 0 | . | . | 8 | -2
COc1ccccc1N1CCN(CCCCOc2ccc(F)cc2)CC1 | . | 6 | . | -7 | 14 | . | -10 | -3
CCN(c1ccccc1)S(=O)(=O)c1cccc(C(=O)O)c1 | -10 | 13 | -3 | -1 | -4 | . | 8 | 6
COc1cc(C(=O)OCc2csc(CC(=O)Nc3ccccc3C)n2)ccc1OCC(C)C | -30 | -4 | -1 | 2 | 18 | -0.2 | 1 | -4
O=C(NCCC1=CCCCC1)C(=O)NCc1ccncc1 | -4 | 6 | -1 | . | 10 | . | . | .
C[C@@H]1CN([C@@H](C)CO)C(=O)c2cccc(NS(=O)(=O)c3ccc(F)cc3)c2O[C@@H]1CN(C)S(=O)(=O)c1ccc(Cl)cc1 | -68 | -3[16.7 µM] | 2 | 4 | -1 | 0.4 | -3 | -3
C[C@H](CO)N1C[C@H](C)[C@@H](CN(C)Cc2ccc(C(=O)O)cc2)Oc2ccc(NC(=O)Nc3ccc(C(F)(F)F)cc3)cc2CC1=O | -6 | 2[16.7 µM] | 0 | -1 | 14 | . | -3 | -1
C/C(=N\NC(=O)c1nnn(-c2nonc2N)c1CSc1ccc(C)cc1)c1cccs1 | -13 | -1 | -7 | 1 | -2 | 0.2 | 4 | 0
NC(=O)COC(=O)c1cc(S(=O)(=O)N2CCOCC2)ccc1N1CCCCC1 | . | -3 | . | -2 | 5 | . | 1 | 6
COc1cc(NCCCNC(C)C)c2nccc(C)c2c1 | 60* | 0 | 6 | 1 | 5 | . | 83* | -3
Cc1ccc(-c2noc(CSc3nnc(Cc4ccccc4)n3-c3cccc(C)c3)n2)cc1 | -8 | 6 | 5 | -1 | -6 | . | 5 | 2
CCCC#Cc1ccc([C@H]2[C@H](CO)N3C(=O)CN(S(=O)(=O)c4ccccc4C)C[C@@H]23)cc1 | -15 | . | 1 | . | 2 | 0.2 | . | .
O=C(O)/C=C/c1ccc(O)c(O)c1 | -14 | 0 | -1 | 2 | 6 | -0.1 | 5 | -6
CCN(CC(=O)NCc1cccs1)C(=O)/C=C/c1cc(OC)ccc1OC | -7 | . | -6 | 0 | . | -0.6 | 7 | -2
CCN1CCN(Cc2c(C)[nH]c3ccc(OC)cc3c2=O)CC1 | . | 3 | . | 5 | 12 | . | 4 | 4
Cc1ccc(NC(=O)CN2CCN(S(=O)(=O)c3ccc4c(c3)OCCO4)CC2)c(C)c1 | -18 | -5 | 0 | -2 | -3 | 0.5 | 6 | -2
C[C@@H]1CN([C@H](C)CO)C(=O)c2cc(NS(=O)(=O)c3ccccc3)ccc2O[C@@H]1CN(C)S(=O)(=O)c1cn(C)cn1 | -13 | 5[16.7 µM] | -2 | 5 | 0 | -0.2 | 4 | 0
